Assay outcomes deposited in PubChem by National Center for Advancing Translational Sciences (NCATS).
APEX1 inh = qHTS Assay for Inhibitors of the Human Apurinic/apyrimidinic Endonuclease 1 (APE1) | DNA repair nuclease/redox regulator APEX1 (Homo sapiens), P27695 | recombinant APE1, TAMRA/BHQ-2 abasic DNA cleavage fluorescence | Potency, µM (highest dose often 65.8 µM), for the others: at the top dose activity change, negative = inhibition, actives largely listed as inhibitors | 350,000 compounds, 0.35% hits | AID 2517, 2012;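 note: plate controls were vehicle for no effect and reference inhibitor for full effect; nearly all actives have a fitted effect of over 55% in size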
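Compound pre-exposure to 0.75 nM APE1, 15 min at ambient temperature. Reaction initiated with 50 nM TAMRA/BHQ-2 THF substrate, read immediately in kinetic mode, 525 nm excitation, 598 nm emission.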
BAZ2B inh = qHTS Assay for Inhibitors of BAZ2B | Bromodomain adjacent to zinc finger domain protein 2B (Homo sapiens), Q9UIF8 | AlphaScreen BAZ2B-H3K14Ac peptide displacement | Potency, µM (series often up to 114 µM), inactives show at the top dose activity change, negative = inhibition, actives largely listed as inhibitors | 360,000 compounds, 4.4% hits | AID 504333, 2011; note: % is set by controls: 0 for no effect and ±100 for the full control effect; nearly all actives have a fitted effect of over 60% in size
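Multi-concentration screen (max 110 uM) measuring displacement of acetylated histone H3 peptide from BAZ2B by AlphaScreen, using 50 nM protein, 50 nM peptide and 10 ug/mL streptavidin donor plus Ni-chelate acceptor beads.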
BLM helicase inh = qHTS Assay for Inhibitors of Bloom's syndrome helicase (BLM) | RecQ-like DNA helicase BLM (Homo sapiens), P54132 | recombinant BLM DNA unwinding, fluorescence dequenching | Potency, µM (top dose mostly 56.1 µM), for the others: at the highest dose activity change, negative = inhibition, most hits filed as inhibitors | 350,000 compounds, 0.2% hits | AID 2528, 2010;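 note: plate controls were vehicle for no effect and no enzyme for full effect; nearly all actives have a fitted effect of over 35% in size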
Target sequence (P54132 whole entry, looked up): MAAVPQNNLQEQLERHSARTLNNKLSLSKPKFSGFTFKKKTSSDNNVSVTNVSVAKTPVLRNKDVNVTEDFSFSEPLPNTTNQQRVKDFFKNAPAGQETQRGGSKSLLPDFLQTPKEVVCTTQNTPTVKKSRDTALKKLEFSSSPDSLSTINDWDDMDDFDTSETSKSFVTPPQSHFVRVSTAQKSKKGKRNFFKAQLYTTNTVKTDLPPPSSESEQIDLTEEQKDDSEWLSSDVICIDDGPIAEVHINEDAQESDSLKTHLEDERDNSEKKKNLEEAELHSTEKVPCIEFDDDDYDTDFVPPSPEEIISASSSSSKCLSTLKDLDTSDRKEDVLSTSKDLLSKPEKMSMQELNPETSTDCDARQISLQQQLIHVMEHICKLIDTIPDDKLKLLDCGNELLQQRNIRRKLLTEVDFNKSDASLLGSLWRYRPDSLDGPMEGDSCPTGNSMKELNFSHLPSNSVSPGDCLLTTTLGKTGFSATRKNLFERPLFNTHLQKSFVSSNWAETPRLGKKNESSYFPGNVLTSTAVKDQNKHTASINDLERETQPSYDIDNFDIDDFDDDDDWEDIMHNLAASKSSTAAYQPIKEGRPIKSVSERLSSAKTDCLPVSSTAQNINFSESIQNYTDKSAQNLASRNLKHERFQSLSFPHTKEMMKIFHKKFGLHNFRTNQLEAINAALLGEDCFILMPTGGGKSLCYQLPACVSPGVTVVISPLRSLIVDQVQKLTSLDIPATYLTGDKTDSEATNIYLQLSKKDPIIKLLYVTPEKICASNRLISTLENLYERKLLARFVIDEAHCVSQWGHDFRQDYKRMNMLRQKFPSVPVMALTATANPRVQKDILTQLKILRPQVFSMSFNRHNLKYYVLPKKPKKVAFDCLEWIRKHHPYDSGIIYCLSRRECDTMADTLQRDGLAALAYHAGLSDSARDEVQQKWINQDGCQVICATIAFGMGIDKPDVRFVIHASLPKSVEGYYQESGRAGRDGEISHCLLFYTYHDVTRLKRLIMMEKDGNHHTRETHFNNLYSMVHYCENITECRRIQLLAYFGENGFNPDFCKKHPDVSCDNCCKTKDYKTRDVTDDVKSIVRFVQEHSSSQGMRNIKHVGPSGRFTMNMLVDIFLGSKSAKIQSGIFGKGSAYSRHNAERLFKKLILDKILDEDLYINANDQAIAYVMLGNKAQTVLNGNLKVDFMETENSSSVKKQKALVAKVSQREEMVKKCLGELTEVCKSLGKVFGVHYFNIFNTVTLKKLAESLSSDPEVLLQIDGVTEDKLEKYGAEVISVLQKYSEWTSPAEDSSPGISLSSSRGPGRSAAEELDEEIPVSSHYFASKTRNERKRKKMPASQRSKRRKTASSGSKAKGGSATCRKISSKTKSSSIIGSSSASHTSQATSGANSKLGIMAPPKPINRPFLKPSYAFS
POLH inh = qHTS for Inhibitors of Polymerase Eta | DNA polymerase eta (Homo sapiens), Q9Y253 | recombinant Pol eta, fluorescent DNA replication assay | Potency, µM (titrated, usually from 114 µM), for inactives: top-dose activity change, negative = inhibition, usual class: inhibitors | 390,000 compounds, 1.2% hits | AID 588591, 2011; note: % is set by controls: 0 for no effect and ±100 for the full control effect
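Pol eta at 10 nM preincubated with compounds 15 min at room temperature; reaction started with fluorescent substrate (50 nM final) and read kinetically at 0 and 10 min.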
Apoferritin bind = qHTS Assay for Identification of Novel General Anesthetics | Ferritin light chain (Equus caballus), P02791 | 350,000 compounds, 0.074% hits | apoferritin/1-aminoanthracene competitive binding, fluorescence | Potency, µM (series often up to 77.5 µM), for inactives: at the top dose activity change, negative = displacement, usual class: inhibitors; note: % is set by controls: 0 for no effect and ±100 for the full control effect; nearly all actives have a fitted effect of over 20% in size
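Steps: apoferritin (10 uM) was premixed with half-saturated 1-AMA in PBS, compounds were pin-transferred, plates stood 10 min at room temperature, fluorescence was read at 380/535 nm, and curves were fitted with a Hill equation.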
POLI inh = qHTS for Inhibitors of Polymerase Iota; DNA polymerase iota (Homo sapiens), Q9UNA4; Pol iota fluorescent replication assay, 10 min; Potency, µM (highest dose often 115 µM), without a hit: at the highest dose activity, negative = inhibition, usual class: inhibitors; 390,000 compounds, 1% hits
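Pol iota at 10 nM preincubated 15 min with compounds at room temperature; reaction started with fluorescent substrate, 50 nM final. Fluorescence read kinetically at 0 and 10 min; buffer-only wells as negative control.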
Pol beta inh = qHTS Assay for Inhibitors of DNA Polymerase Beta; P06746; Pol beta primer extension/strand displacement, fluorescence kinetic; Potency, µM (doses to about 114 µM), without a hit: at the highest dose activity change, negative = inhibition, actives largely listed as inhibitors; 340,000 compounds, 1.3% hits; AID 485314, 2010; note: % is set by controls: 0 for no effect and ±100 for the full control effect
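Pol beta (10 nM) was preincubated with compound for 15 min at room temperature. The reaction was then started with 50 nM substrate and read immediately and after a further 10 min at room temperature.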
POLK inh = qHTS for Inhibitors of Polymerase Kappa; purified Pol kappa, fluorescent DNA synthesis assay, 10 min; Potency, µM (titrated, usually from 107 µM), for the others: at the highest dose activity, negative = inhibition, hits mostly inhibitors; 400,000 compounds, 0.53% hits; AID 588579, 2011; note: % is set by controls: 0 for no effect and ±100 for the full control effect
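10 nM Pol kappa was preincubated with compounds for 15 min at room temperature. Reaction started with 50 nM (final) substrate. Fluorescence read kinetically at 0 and 10 min.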
G9a block = qHTS Assay for Inhibitors of Histone Lysine Methyltransferase G9a; Histone-lysine N-methyltransferase EHMT2 (Homo sapiens), Q96KQ7; G9a H3K9 monomethylation, AlphaScreen, 2 h; Potency, µM (series often up to 102 µM), inactives show at the top dose activity, negative = inhibition, most hits filed as inhibitors; 350,000 compounds, 8.8% hits; note: % is set by controls: 0 for no effect and ±100 for the full control effect; nearly all actives have a fitted effect of over 75% in size
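G9a (20 nM) preincubated 15 min RT with compounds, then 500 nM biotinylated H3K9 peptide and 20 uM SAM added; 2 h RT reaction. Monomethyl-H3K9 product detected by AlphaScreen with anti-H3K9me1 antibody, streptavidin donor and anti-rabbit IgG acceptor beads.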
* marks the source's active call; other numbers are inactive results; u = inconclusive; x = no result given; [ ] = remark or other dose. Calls come from the whole dose curve; as a rule, active = well fitted curve in the direction sought with a large enough effect; inconclusive = small, poorly fitted or top-dose-only effect, or another doubt; inactive = no such curve, though single readings can be large; an effect the other way counts as inactive or inconclusive. Potency is the fitted concentration of half-maximal effect.

mol,APEX1 inh,BAZ2B inh,BLM helicase inh,POLH inh,Apoferritin bind,POLI inh,Pol beta inh,POLK inh,G9a block
CCCCN(CC)CCNc1c(N2CCN(C(=O)OCC)CC2)c(=O)c1=O,0%,0%,-1%,-6%,-15%,-8%,15%,-2%,u
Cc1ccc(NC(=O)NCCCN2CCCC2=O)c(C)c1,-5%,4%,0%,-5%,-7%,38%[activator],15%,10%,40%
Cc1ccc(C(=O)CSc2nc3ccccc3c(=O)n2N)o1,-8%,32%[activator],-1%,-4%,-15%,-13%[58.9 µM],-1%,-15%,u
Cc1ccc(CONC(=O)c2ccc(C)cc2)cc1,31%,5%,x,-17%,x,41%[activator],x,0%,-33%[12.7 µM]
COc1ccccc1NC(=S)N/N=C1\CC(C)(C)Oc2ccc(O)cc21,3%,-42%,-3%,-18%,0%,10%,-1%,-9%,u
O=C(COc1ccc(Br)cc1F)Nc1nnc(C2CC2)s1,11%,x,x,-16%,x,11%,x,-1%,x
CC(C)c1cc(-c2n[nH]c(=S)n2Cc2ccccc2)cs1,12%,-12%,-9%,-14%,-21%,14%,-5%,-11%,u
O=C(NC(=S)Nc1c(F)cc(F)cc1Br)c1ccc2c(c1)OCCO2,-1%,u,-16%,-8%,-16%,15%,-2%,8%,u
Cc1cccc(NC(=S)/N=C(\N)Nc2nc(C)c3ccccc3n2)c1,0%,-29%,25%,-8%,-1%,146%[activator],0%,-4%,0%
Cc1ccc(O)c(CNc2nc3ccccc3n2C)c1,2%,-29%,1%,-9%,u,-11%,0%,-3%,7%
COc1ccc(C)cc1S(=O)(=O)N(C)CC(=O)Nc1ccc2c(c1)OCO2,0%,1%,0%,-12%,-8%,54%[activator],7%,0%,12%[12.7 µM]
O=C(NCCCN1CCOCC1)c1ccc2c(c1)N(Cc1c(F)cccc1Cl)C(=O)CS2,-5%,3%,-6%,-1%,2%,18%,23%,2%,-36%
COc1ccc(S(=O)(=O)N2CCN(Cc3cccnc3)CC2)cc1,16%,-4%,-5%,-18%,-2%,25%,4%,-6%,20%
CC(C)C1=C2OC(N)=C(C#N)C(C#N)=C2C(C)CC1 (stereo not drawn),-3%,-33%,-4%,-10%,143%[activator],8%,0%,-2%,u
CCCCc1nc(N2CCOCC2)c(C#N)c2c1CCCC2,2%,44%[activator],-5%,-15%,-6%,14%,7%,-7%,131%[activator]
N#Cc1c(-c2ccccc2)nc2n(c1=O)CCS2,-1%,1%,-1%,5%,-10%,-2%,44%,-1%,6%[12.7 µM]
CCOC(=O)c1[nH]c2ccc(F)cc2c1NC(=O)C(C)N1CCc2cc(OC)c(OC)cc2C1 (stereo not drawn),14%,-8%,-16%,-15%,4%,17%,6%,-9%,u
COC(=O)c1ccc2[nH]c(CO)c(-c3ccccc3)c2c1,28%,u,-5%,-11%,-15%,12%,-16%,-12%,1%
Oc1ccc2ccccc2c1Br,1%,0%,-5%,-19%,u,-5%,u,8%,u
CN1C(=O)C(Cl)(Cl)C(=O)c2ccccc21,0%,40µM*,-8%,-1%,-3%,u,1%,-11%,1µM*
CC(C)(C)Nc1nc(-c2ccccn2)nc2ccccc12,2%,50µM*,-13%,-21%,-12%,3%,19%,-4%,-5%[2.33 µM]
O=C(N/N=C/c1sc(N2CCOCC2)nc1-c1ccccc1)c1ccccc1F,-6%,5%,-3%,4%,2%,26%,-1%,-13%,x
CCOCCCNC(=O)c1ccc(N2CC3CC(C2)c2cccc(=O)n2C3)c(NC(=O)Nc2cccc(OC)c2)c1 (stereo not drawn),25%,-32%,-2%,-3%,-11%,17%,96%[activator],-16%,7%[59 µM]
COc1cccc(C(=O)Nc2cc(-c3cn4cccnc4n3)ccc2C)c1OC,x,3%,-1%,-4%,80%[activator],-2%,18%,-2%[60.1 µM],12%[59 µM]
O=C(CN1C(=O)CC(c2ccco2)Sc2ccccc21)Nc1ccc2c(c1)OCCO2 (stereo not drawn),-3%,u,-8%,15%,-15%,-69%,1%,-17%,2%[12.7 µM]
O=C(NCc1cccs1)c1ccc(Cl)s1,-4%,5%,-3%,-13%,-7%,37%[activator],3%,0%,-51%
CC1=C(C(=O)NCCN2CCN(C)CC2)C2(CCC(C)CC2)OC1=O (stereo not drawn),11%,1%,-2%,-3%,-6%,12%,7%,-11%,21%[0.0925 µM]
CCOC(=O)C1(Cc2cccc(Cl)c2)CCCN(C(=O)c2ccoc2C)C1 (stereo not drawn),-3%,-17%,0%,8%,u,14%,5%,-8%,x
CCCn1nnc(NC(=O)c2cc3ccccc3o2)n1,-2%,-4%,-1%,-4%,-6%,-2%,-27%,-9%,2%[59 µM]
CCOc1ccc(N2C(=O)c3ccccc3C2O)cc1 (stereo not drawn),-4%,10%,1%,-19%,-6%,10%,30%,8%,15%
Cc1ccc(S(=O)(=O)Cc2ccc(C(=O)N3CCCCCC3)o2)cc1,0%,3%,-8%,-3%,-14%,-19%,12%,-5%,-7%
O=C(NCCCC1CCCC1)C1CCC(=O)N(Cc2cccc(F)c2)C1 (stereo not drawn),37%,-17%,-6%,-15%,-4%,49%[activator],-16%,5%,-1%
CC(C)CCNC(=O)CCn1nc(-c2ccc(Cl)cc2)ccc1=O,60%[activator],-16%,-1%,-15%,u,-12%,1%,4%,-7%
COc1cc(CNc2ccc3[nH]c(=O)[nH]c3c2)ccc1OCC(=O)NC(C)(C)C,u,-9%,-13%,0%,-15%,20%,u,-15%,u
Cc1ccc(NC(=O)CN(C)Cc2nc3c(Br)cc(Br)cc3c(=O)[nH]2)cc1,-2%,-1%,-3%,-6%,-7%,187%[activator],-12%,-4%,21%
O=C(c1ccc(Br)o1)N1CCCc2ccccc21,-4%,7%,-1%,-3%,u,6%,12%,-11%,16%[59 µM]

By substructure: those above with a cyano group.
mol,APEX1 inh,BAZ2B inh,BLM helicase inh,POLH inh,Apoferritin bind,POLI inh,Pol beta inh,POLK inh,G9a block
CC(C)C1=C2OC(N)=C(C#N)C(C#N)=C2C(C)CC1 (stereo not drawn),-3%,-33%,-4%,-10%,143%[activator],8%,0%,-2%,u
CCCCc1nc(N2CCOCC2)c(C#N)c2c1CCCC2,2%,44%[activator],-5%,-15%,-6%,14%,7%,-7%,131%[activator]
N#Cc1c(-c2ccccc2)nc2n(c1=O)CCS2,-1%,1%,-1%,5%,-10%,-2%,44%,-1%,6%[12.7 µM]

Going on with the list:
mol,APEX1 inh,BAZ2B inh,BLM helicase inh,POLH inh,Apoferritin bind,POLI inh,Pol beta inh,POLK inh,G9a block
O=C1COc2ccc(C(=O)COC(=O)c3cc(S(=O)(=O)N4CCOCC4)ccc3F)cc2N1,2%,u,-5%,3%,-21%,21%,-22%,-9%,-2%
CCOC(=O)N1CCC(NC(=O)c2sc(-n3cccc3)nc2C)CC1,1%,4%,5%,-12%,-5%,25%,18%,-8%,u
CC(C)c1ccc(OCCCCN2CCCCC2)cc1,40%,79µM*,-3%,-2%,-11%,28%,1%,-16%,-12%
CCC1S/C(=C(\C#N)C(=O)NCc2ccco2)N(c2ccc(Br)cc2)C1=O (stereo not drawn),-5%,u,-6%,-19%,-6%,2%,-21%,-13%,u
COc1cccc(NC(=O)COC(=O)CCCc2c[nH]c3ccccc23)c1,-5%,u,-11%,-11%,u,15%,-12%,-6%,x
CCOc1cc(/C=N/N2CCOCC2)ccc1OCc1ccc(C(=O)OC)o1,8%,u,-5%,-3%,-4%,17%,33%,-12%,-44%
N#C/C(C(=O)Nc1ccc(Cl)cc1)=C(/S)Nc1ccccc1,36%,20µM*,-5%,u,2%,17%,0%,11%,1.6µM*
O=C(O)C1CCN(S(=O)(=O)c2ccc(N3CCC(O)CC3)c([N+](=O)[O-])c2)CC1,5%,-6%,-5%,-18%,-6%,25%,3%,-4%,x
O=C(CCc1ccc(S(=O)(=O)NCc2ccccc2)cc1)NCc1ccc2c(c1)OCO2,-1%,5%,-5%,-10%,-18%,8%,1%,-4%,-26%
CCOC(=O)c1sc(=S)n(CC)c1NC(=O)c1ccccc1,1%,-3%,-4%,-7%,-9%,56%[activator],u,-2%,-42%
Cc1cc(C)n2c(SCC(=O)NC3CCCCC3C)nnc2n1 (stereo not drawn),2%,-14%,-3%,4%,-21%,84%[activator],7%,-15%,18%
Cc1cccc(C)c1NC(=O)CCCSc1nnnn1C,-3%,3%,-1%,8%,-8%,-8%,26%,-12%,-49%
O=Cc1cn(CC(O)Cn2cc(C=O)c3ccccc32)c2ccccc12,23%,5%,-2%,-7%,-13%,139%[activator],10%,1%,-4%[2.33 µM]
CC(C)CCNC(=O)C1CCC(=O)N1C(C)C (stereo not drawn),2%,9%,-1%,10%,-7%,1%[58.9 µM],51%,-2%,-5%[59 µM]
COc1cc(NC(=O)C2CCN(S(=O)(=O)c3cccc4nonc34)CC2)cc(OC)c1,12%,-10%,-2%,1%,-13%,0%,19%,-8%,22%[12.7 µM]
Cc1cc(C(=O)COC(=O)c2ccc(O)cc2)c(C)n1CC(F)(F)F,-18%,u,x,-14%,x,34%[activator],x,-5%,14%[2.33 µM]
COCCn1c(Sc2nc(C)cs2)nc2c1c(=O)[nH]c(=O)n2C,-4%,13%,1%,-18%,-2%,53%[activator],9%,-3%,12%[59 µM]
Cc1ccc(NC(=O)CC(=O)Nc2ccc(C)cc2C)c(C)c1,18%,3%,-3%,-9%,6%,3%,39%,8%,5%

This is a subset; rates above refer to the full screens.
